Source: PubChem BioAssay
HEK293 viab – cell viability loss counter-screen; HEK-293-SNCA-luc viability, GF-AFC fluorescence, 24 h; Potency, µM (highest dose often 57.1 µM), without a hit: top-dose activity change, negative = cytotoxicity, usual class: cytotoxic; hit rate 0.12% among 150,000; AID 1671193;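 note: potency is the fitted concentration of half-maximal effect; 0% = DMSO-treated cells and -100% = medium-only wells without cells; nearly all actives have a fitted effect of over 30% in size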
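Cytotoxicity counterscreen: after 24 h compound treatment of genome-edited SNCA-luciferase HEK-293 cells, live-cell protease substrate GF-AFC read by fluorescence after 30 min; activity scaled between DMSO (0%) and medium-only (-100%), curves Hill-fitted.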
SNCA expr inh – SNCA gene expression inhibition; hit rate 0.17% among 140,000; Potency, µM (highest dose often 57.2 µM), inactives show at the highest dose activity change, negative = inhibition, actives largely listed as inhibitors; HEK-293 SNCA-luciferase knock-in, luminescence, 24 h;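 note: potency is the fitted concentration of half-maximal effect; plate controls were DMSO cells for no effect and cell-free wells for full effect; nearly all actives have a fitted effect of over 45% in size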
NIH3T3 tox – cytotoxic compounds in NIH 3T3 cells | NIH 3T3 viability, CellTiter-Glo ATP luminescence, 48-72 h | Potency, µM (doses to about 96.7 µM), for inactives: top-dose activity change, negative = cytotoxicity, usual class: inhibitors | hit rate 4.3% among 94,000; note: potency is the fitted concentration of half-maximal effect; nearly all actives have a fitted effect of over 55% in size
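Luminescent ATP readout (CellTiter-Glo, 10 min RT) after 48 or 72 hr compound exposure of NIH 3T3 cells seeded at 400 cells/well in 1536-well format; quantitative HTS.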
IP6K1 inh – inhibitors of human IP6K1; Q92551; IP6K1 kinase, ADP-Glo luminescence, 2 h; active compounds read low; activity change, % (series mostly up to about 58 µM); hit rate 0.81% among 140,000; in the data active = activity change below about -25%
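ADP-Glo luminescence measures ADP made by human IP6K1 during a 2 h RT reaction with ATP/IP6 (mix at 1.3 mM/130 uM); top library doses 57.5 and 19.1 uM final.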
FLuc inh – blocks purified firefly luciferase enzyme activity; P08659; purified P. pyralis luciferase, luminescence, biochemical; Potency, µM (top dose mostly 115 µM), for the others: at the highest dose activity change, negative = inhibition, most hits filed as inhibitors; hit rate 2.5% among 76,000; AID 1347043; note: potency is the fitted concentration of half-maximal effect; nearly all actives have a fitted effect of over 65% in size
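Cell-free enzyme assay, 10nM P. pyralis luciferase, luciferin and ATP each at 10uM. Inhibition profiled over a 6-point titration, read as luminescence.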
GPT2 inhibitor – blocks human glutamate pyruvate transaminase 2; Q8TD30; Recombinant GPT2, coupled pyruvate oxidase/HRP Amplex Red fluorescence; Potency, µM (highest dose often 57.7 µM), without a hit: top-dose activity change, negative = inhibition, hits mostly inhibitors; hit rate 0.25% among 100,000; AID 1671188; note: potency is the fitted concentration of half-maximal effect; nearly all actives have a fitted effect of over 60% in size; many of its hits are not listed in these tables
Target sequence (Q8TD30 whole entry, looked up): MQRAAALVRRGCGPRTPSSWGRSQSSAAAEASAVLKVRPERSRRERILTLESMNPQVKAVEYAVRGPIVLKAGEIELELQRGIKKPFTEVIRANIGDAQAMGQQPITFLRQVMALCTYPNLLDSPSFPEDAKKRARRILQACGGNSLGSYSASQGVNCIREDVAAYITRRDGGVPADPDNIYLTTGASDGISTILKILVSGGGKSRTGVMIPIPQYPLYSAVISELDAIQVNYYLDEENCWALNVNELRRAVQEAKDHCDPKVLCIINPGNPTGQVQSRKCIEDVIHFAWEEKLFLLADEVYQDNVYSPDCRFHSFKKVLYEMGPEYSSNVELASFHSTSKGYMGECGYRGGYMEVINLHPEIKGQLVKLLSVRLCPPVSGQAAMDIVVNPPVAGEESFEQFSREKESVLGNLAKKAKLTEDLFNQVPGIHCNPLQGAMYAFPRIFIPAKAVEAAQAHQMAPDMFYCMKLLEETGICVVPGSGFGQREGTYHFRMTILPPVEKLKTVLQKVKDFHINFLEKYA
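Fluorescence read-out: pyruvate from GPT2 turnover coupled to pyruvate oxidase, HRP and Amplex Red (0.2mM ThPP, 0.2U/mL PO and HRP, 50uM Amplex final). Substrates 250uM a-KG, 2mM L-alanine; enzyme 10ng/uL; 30 min RT.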
HEK cytotox – HEK 293 cell cytotoxicity; AID 1345083; Potency, µM (highest dose often 115 µM), for the others: at the highest dose activity change, negative = cytotoxicity, most hits filed as inhibitors; HEK 293 viability, ATP luminescence (CellTiter-Glo), 48-72 h; hit rate 6.6% among 94,000; note: potency is the fitted concentration of half-maximal effect; nearly all actives have a fitted effect of over 60% in size
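HEK 293 cells at 250 cells/well were exposed to compounds by pintool transfer for 48 or 72 hr at 37 degree Celsius, 5% CO2. Viability was read as ATP-coupled luminescence with CellTiter-Glo after 10 min at room temperature.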
Starred values were filed as active, the others as inactive; i = inactive; ? = inconclusive; / = not tested or not shown; [ ] = dose if it differs, or a comment. Unless noted, calls come from the whole dose curve; as a rule, active = well fitted curve in the direction sought with a large enough effect; inconclusive = small, poorly fitted or top-dose-only effect, or another doubt; inactive = no such curve, though single readings can be large; an effect the other way counts as inactive or inconclusive. Unless noted, % is set by controls: 0 for no effect and ±100 for the full control effect. The order is random, and some 7.8% of all compounds hit somewhere here.

SMILES	HEK293 viab	SNCA expr inh	NIH3T3 tox	IP6K1 inh	FLuc inh	GPT2 inhibitor	HEK cytotox
CCOC(=O)C1CCN(Cc2cn3c(-c4ccc(OC)cc4)nnc3s2)CC1	-8%	40%[activator]	/	-25*	/	/	/
O=C(c1ccccc1)N1CCCC(C(=O)N2CCC(c3nc4ncccc4[nH]3)CC2)C1 (centres undefined)	5%	11%	-18%	3	/	?	-8%
CC(=O)N1CCN(c2nc3c(s2)CC(C(=O)Nc2cc(Cl)ccc2F)CC3)CC1 (centres undefined)	?	?	?	17	2%	i	40µM*
COCCCn1c(=O)c(C(=O)N2CCOCC2)nc2cccnc21	6%	-10%	-10%	9	/	3%	2%
COCCNC(=O)c1ccc2c(c1)N(C)C(CC(=O)N(C)C(C)C)CO2 (centres undefined)	2%	24%	i	-10	9%	i	-6%
CC(NC(=O)CSc1n[nH]c(-c2ccccc2)n1)c1nc2ccccc2n1C (centres undefined)	-19%	-5%	/	-2	/	/	/
Cc1ccc2c(CC(=O)N3CCN(c4cccc(Cl)c4)CC3)coc2c1	6%	11%	/	-6	/	/	/
COc1ccc(-c2nnc(SCC(=O)c3ccc([N+](=O)[O-])cc3)o2)cc1OC	4%	-15%	/	15	/	/	/
Cc1ccc2nc(NC(=O)c3cc(=O)c4cc(Cl)ccc4o3)sc2c1	?	7%	/	-8	/	/	/
O=C(CCCn1c(=O)c2sccc2n(Cc2ccc(F)cc2Cl)c1=O)NCc1ccc2c(c1)OCO2	0%	1%	/	18	/	/	/
OC[C@@H]1CNC[C@H]1C1CCN(Cc2ccc(OC(F)(F)F)cc2)CC1	2%[12.5 µM]	?	?	-10	2%	i	40µM*
Cc1ccc(Nc2ccnc(N3CCC(C(=O)NCCCc4ccccc4)CC3)n2)cc1	0%[12.5 µM]	?	13µM*	4	/	i	?
CC1(C)NC(=O)N(CC(=O)N[C@@H]2COCC[C@H]2Oc2ccc(C#N)cc2)C1=O	-1%	1%	2%	4	-1%	1%	3%
Cc1ccc(Cc2nc3ccccc3nc2SCC(=O)Nc2ccc3c(c2)OCO3)cc1	-1%	-24%	/	2	/	/	/
CCN1C(=O)CN(C(=O)c2ccsc2)CC12CCOCC2	13%	-20%	-2%	2	/	?	4%
CC(C)c1cccc(NC(=O)c2ccc(Cn3ccn4nc5c(c4c3=O)CCCC5)cc2)c1	1%	-19%	-15%	25	-13%	2%	?
CCOc1ccc(CNC(=O)CCCn2nc(C)c3sc4ccccc4c3c2=O)cc1	-7%	?	/	12	/	/	/
CCN(Cc1ccccc1)C(=O)CN1C(=O)COc2ccc(S(=O)(=O)NC3CCCC3)cc21	?	-18%	/	1	/	/	/
O=C(Nc1ccc(OC(F)(F)F)cc1)C1CCCN(S(=O)(=O)c2ccc(Br)s2)C1 (centres undefined)	0%	6%	/	21	/	/	/
CN(C)[C@@H](Cc1ccccc1)C(=O)N1CCC(N2CCC(O)CC2)CC1	1%	24%	1%	3	0%	?	2%
CCCNC(=O)c1ccc2c(c1)nc(C)n2-c1cccc(C)c1	-22%	24%	/	-7	/	/	/
Cc1noc(C)c1C(=O)N1CCCC(c2nnc3n2CCNC3)C1 (centres undefined)	4%	7%	-2%	1	/	-5%	i
O=C(O)C[C@@H]1CCN(C(=O)Nc2ccc(C(F)(F)F)cc2)C[C@@H]1CCN1C[C@@H]2C[C@H](C1)c1cccc(=O)n1C2	2%	-7%	-22%	-4	5%	-4%	-2%
Cc1nc([C@@H]2CN(C(=O)c3nccc4ccccc34)C[C@H]2C(N)=O)n[nH]1	3%	6%	-19%	10	-10%	i	?

Ordered by number of heavy atoms (smallest number first): some entries from above
SMILES	HEK293 viab	SNCA expr inh	NIH3T3 tox	IP6K1 inh	FLuc inh	GPT2 inhibitor	HEK cytotox
CCN1C(=O)CN(C(=O)c2ccsc2)CC12CCOCC2	13%	-20%	-2%	2	/	?	4%
CCCNC(=O)c1ccc2c(c1)nc(C)n2-c1cccc(C)c1	-22%	24%	/	-7	/	/	/
Cc1nc([C@@H]2CN(C(=O)c3nccc4ccccc34)C[C@H]2C(N)=O)n[nH]1	3%	6%	-19%	10	-10%	i	?
CC1(C)NC(=O)N(CC(=O)N[C@@H]2COCC[C@H]2Oc2ccc(C#N)cc2)C1=O	-1%	1%	2%	4	-1%	1%	3%
Cc1ccc(Cc2nc3ccccc3nc2SCC(=O)Nc2ccc3c(c2)OCO3)cc1	-1%	-24%	/	2	/	/	/
CCN(Cc1ccccc1)C(=O)CN1C(=O)COc2ccc(S(=O)(=O)NC3CCCC3)cc21	?	-18%	/	1	/	/	/

Profiles as entered above. Values in the order: HEK293 viab, SNCA expr inh, NIH3T3 tox, IP6K1 inh, FLuc inh, GPT2 inhibitor, HEK cytotox
Profile of `O=C(O)C[C@@H]1CCN(C(=O)Nc2ccc(C(F)(F)F)cc2)C[C@@H]1CCN1C[C@@H]2C[C@H](C1)c1cccc(=O)n1C2` : 2%, -7%, -22%, -4, 5%, -4%, -2%
Profile of `O=C(Nc1ccc(OC(F)(F)F)cc1)C1CCCN(S(=O)(=O)c2ccc(Br)s2)C1` (centres undefined) : 0%, 6%, /, 21, /, /, /
Profile of `CC(C)c1cccc(NC(=O)c2ccc(Cn3ccn4nc5c(c4c3=O)CCCC5)cc2)c1` : 1%, -19%, -15%, 25, -13%, 2%, ?

Compounds listed so far with an aryl methoxy group (two):
SMILES	HEK293 viab	SNCA expr inh	NIH3T3 tox	IP6K1 inh	FLuc inh	GPT2 inhibitor	HEK cytotox
CCOC(=O)C1CCN(Cc2cn3c(-c4ccc(OC)cc4)nnc3s2)CC1	-8%	40%[activator]	/	-25*	/	/	/
COc1ccc(-c2nnc(SCC(=O)c3ccc([N+](=O)[O-])cc3)o2)cc1OC	4%	-15%	/	15	/	/	/

(more compounds)
SMILES	HEK293 viab	SNCA expr inh	NIH3T3 tox	IP6K1 inh	FLuc inh	GPT2 inhibitor	HEK cytotox
O=C(Nc1cc(Cl)ccc1Cl)c1cc(S(=O)(=O)NCCc2ccccc2)ccc1F	29%	9%	/	-12	/	/	/
O=C1CCCCC(C(=O)NCc2ccc(Cl)cc2)N1 (centres undefined)	0%	?	-11%	7	2%	i	-1%
C#CCN(C)Cc1nc(C2(O)CCN(C)CC2)cs1	4%[87.6 µM]	29%[87.6 µM]	3%[230 µM]	7	5%[230 µM]	-2%[88.5 µM]	i
COc1cccc(CC(=O)N2CCCCCNC(=O)[C@@H]3CCCC[C@@H]32)c1	-9%	1%	-2%	-4	0%	i	i
O=C(Cn1ccnc1[N+](=O)[O-])NCc1ccccc1	2%[23.9 µM]	-4%[25.6 µM]	/	-2	/	-4%	/
O=C(c1cccs1)N1CC[C@H](c2nnc(-c3ccc(Cl)cc3)o2)C1	-1%[87.6 µM]	35%[activator][87.6 µM]	?	23	-15%[172 µM]	?	?
O=C1NC[C@@H](CCC(=O)N2CCc3ccccc32)N2C[C@@H](NCc3ccc(CO)o3)C[C@@H]12	6%	0%	-10%	14	-7%	2%	-27%
COCc1ccc2c(c1)c(OC(C)(C)C(=O)N1CCN(CCO)CC1)nn2Cc1ccccc1	5%	6%	?	-5	-3%	4%	i
